SENP8 block-1 – SENP8 protease inhibitors, primary screen, biochemical, luminescence. Sentrin-specific protease 8 (Homo sapiens), Q96LD8. purified SENP8, Z-RLRGG-aminoluciferin cleavage. inhibition, % at 10 µM. hit rate 1.2% among 330,000. AID 2540, 2010; in the data active means inhibition above about 50%
Target sequence (Q96LD8 whole entry, looked up): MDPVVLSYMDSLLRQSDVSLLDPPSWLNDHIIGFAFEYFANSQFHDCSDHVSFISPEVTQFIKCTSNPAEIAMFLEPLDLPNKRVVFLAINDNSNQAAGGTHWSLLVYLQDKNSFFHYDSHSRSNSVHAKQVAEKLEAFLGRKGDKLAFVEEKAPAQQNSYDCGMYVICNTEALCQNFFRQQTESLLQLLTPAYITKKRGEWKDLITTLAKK
UBC13 polyUb – UBC13 polyubiquitin chain formation inhibitors, primary screen, biochemical, TR-FRET, uHTS; inhibition, % at 20 µM; hit rate 0.47% among 330,000; AID 485273, 2010; in the data active means inhibition above about 45%, passing the limit was not always enough
Target sequence (P61088 whole entry, looked up): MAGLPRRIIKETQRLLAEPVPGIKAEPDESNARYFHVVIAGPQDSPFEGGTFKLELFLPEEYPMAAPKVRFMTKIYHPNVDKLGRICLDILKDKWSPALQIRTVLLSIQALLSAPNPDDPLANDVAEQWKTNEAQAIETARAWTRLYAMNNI
PfG6PD inh – PfG6PD enzyme inhibitors, primary screen, biochemical, fluorescence intensity, uHTS | glucose-6-phosphate dehydrogenase-6-phosphogluconolactonase (Plasmodium falciparum 3D7) | PfGluPho enzyme, NADPH resazurin-diaphorase fluorescence | inhibition, % at 20 µM | hit rate 0.78% among 350,000 | AID 504690, 2011;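 active means inhibition reaching at least a set limit at 20 µM in the primary screen, cut at about 59% in these data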;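 further: 0% = DMSO wells with substrate and 100% = DMSO wells lacking glucose-6-phosphate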
beta cell repl – inducers of MIN6 beta-cell proliferation, primary screen, ATP luminescence, uHTS | hit rate 0.29% among 330,000 | proliferation, % at 10 µM | MIN6 cells proliferation, ATPlite luminescence, 48 h; cells starved in 0.2% serum; 100% = growth in 10% serum;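 active means compounds whose signal lies at least 3.5 SD above the mean of all wells on their plate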;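 further: 0% = DMSO-treated cells in low-serum medium and 100% = 10% serum control; some compounds called inactive have numbers as strong as hits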
SENP8 block-2 – human SENP8 protease inhibitors, primary screen, biochemical, fluorescence, Nedd8 protein substrate, uHTS; Sentrin-specific protease 8 (Homo sapiens), Q96LD8; recombinant SENP8; inhibition, % at 20 µM; hit rate 0.64% among 360,000; AID 602440, 2012; in the data active means inhibition mostly above about 40%, no sharp cut-off; inactive means mostly below about 27%
SENP1 inh – human SENP1 catalytic domain inhibitors, primary screen, biochemical, FRET, uHTS | AID 624204, 2012 | Sentrin-specific protease 1 (Homo sapiens), Q9P0U3 | inhibition, % at 10 µM | hit rate 0.21% among 360,000 | recombinant SENP1 catalytic domain, CyPet-SUMO1-YPet FRET cleavage;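 active means inhibition at least 30% at 10 µM, raw YFP signal under a set limit, fluorescence ratio 0.5 to 1.5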;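 further: 0% = enzyme with DMSO and 100% = no enzyme wells; some results filed as inactive read as strong as hits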
Target sequence (Q9P0U3 419-644 limits assumed): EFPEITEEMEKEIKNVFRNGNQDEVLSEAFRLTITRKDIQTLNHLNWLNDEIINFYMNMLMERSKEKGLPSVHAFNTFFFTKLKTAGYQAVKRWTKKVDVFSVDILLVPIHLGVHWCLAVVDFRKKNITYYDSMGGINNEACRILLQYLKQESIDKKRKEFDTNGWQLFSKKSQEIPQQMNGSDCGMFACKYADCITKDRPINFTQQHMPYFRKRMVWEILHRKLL
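Test system: hSENP1 catalytic domain, recombinant; Amount: 20 pM final SENP1 enzyme; Medium: Tris pH 8 buffer plus EDTA, NaCl, BME, BSA, NP40, catalase; Schedule: 50 min enzyme reaction, room temperature, light-protected; Technique: FRET fluorescence in CFP and YFP emission channels; Controls: no-enzyme wells low, DMSO-plus-enzyme wells high control.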
SENP6 block – SENP6 protease inhibitors, primary screen, biochemical, luminescence, uHTS; Recombinant SENP6 catalytic domain, aminoluciferin luminescence; inhibition, % at 10 µM; hit rate 1.8% among 330,000; AID 2599, 2010;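 active means inhibition above about 50% at the single tested dose, limit read from the data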;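 further: plate controls were DMSO wells with enzyme for no effect and DMSO wells lacking enzyme for full effect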
SENP7 inh – SENP7 protease inhibitors, primary screen, biochemical, luminescence, uHTS; Sentrin-specific protease 7 (Homo sapiens), Q9BQF6; recombinant SENP7, Z-RLRGG-aminoluciferin luminescence, 40 min; inhibition, % at 5 µM; hit rate 1.5% among 330,000;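 active means inhibition above about 50% at the single test dose, limit read from the data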;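 further: plate controls were DMSO with enzyme for no effect and no enzyme buffer wells for full effect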
Target sequence (Q9BQF6 706-1050 limits assumed): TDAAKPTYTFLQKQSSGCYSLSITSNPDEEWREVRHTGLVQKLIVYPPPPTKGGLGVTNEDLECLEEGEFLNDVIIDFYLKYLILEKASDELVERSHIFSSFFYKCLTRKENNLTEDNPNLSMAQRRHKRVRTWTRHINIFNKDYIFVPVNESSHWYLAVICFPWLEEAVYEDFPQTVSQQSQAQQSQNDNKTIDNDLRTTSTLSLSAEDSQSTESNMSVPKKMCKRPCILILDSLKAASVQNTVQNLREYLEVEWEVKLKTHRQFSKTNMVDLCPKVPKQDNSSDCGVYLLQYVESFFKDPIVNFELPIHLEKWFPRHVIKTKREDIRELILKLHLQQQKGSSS
HKDC1 inh – HKDC1 hexokinase inhibitors, primary screen, biochemical, fluorescence, uHTS; AID 493160, 2011; inhibition, % at 20 µM; recombinant HKDC1, G6PDH/diaphorase resazurin coupled fluorescence; Q2TB90; hit rate 0.16% among 340,000;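 active means inhibition above about 35% when tested at 20 µM, limit read from the data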;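 further: plate controls were DMSO wells with enzyme for no effect and DMSO wells lacking enzyme for full effect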
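Assay system – recombinant HKDC1 (HK5) hexokinase enzyme, produced in-house · Input – HKDC1 at 5 µg/mL · Reagent – glucose plus 1 mM ATP as hexokinase substrates · Timing – 90 min reaction incubation at room temperature, dark · Measured by – G6PDH/diaphorase-coupled fluorescence, 1 mM NADP, 100 µM resazurin, 525/613 nm · Benchmarks – DMSO-enzyme wells negative, buffer-substituted wells positive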
* = called active by the depositor; . = no result given.

SMILES | SENP8 block-1 | UBC13 polyUb | PfG6PD inh | beta cell repl | SENP8 block-2 | SENP1 inh | SENP6 block | SENP7 inh | HKDC1 inh
Cc1ccc(NC(=O)C2C3CCCC2C3c2ccccc2)cc1C (stereo not given) | -10 | 0 | -15 | -1 | 14 | 4 | 1 | -6 | -11
O=[N+]([O-])c1cccc(-c2ccc(C(=S)N3CCN(c4ccccc4)CC3)o2)c1 | -4 | -9 | 51 | -3 | 32* | -8 | -5 | -5 | -5
O=C(CCN1CCN(c2ccccc2)CC1)Nc1ccccc1F | -4 | -3 | -3 | -2 | 6 | 0 | -32 | -8 | -1
O=C(NCCN1CCN(c2cccc(Cl)c2)CC1)C1CCCN(S(=O)(=O)c2cnc[nH]2)C1 (stereo not given) | -8 | -7 | 5 | 2 | 8 | 5 | 3 | -14 | -4
CCCn1c(SCc2nc3sc(C)c(C)c3c(=O)[nH]2)nc2ccccc2c1=O | 2 | 3 | -8 | -5 | 15 | 9 | -11 | 0 | 7
CC(C)(C)c1cn(-c2ccccc2)c(=S)[nH]1 | -8 | -8 | 32 | -1 | 7 | 2 | -7 | -6 | 0
Cc1ccc(CNC(=O)c2ccc3c(=O)n4c(-c5ccc(C)cc5)csc4nc3c2)cc1 | 7 | 9 | -14 | -5 | -488 | -7 | 3 | -5 | -7
CC(=O)c1cccc(NC(=O)c2ccc(S(=O)(=O)N3CCCCC3)cc2)c1 | -1 | 5 | 9 | -2 | 23 | 0 | -8 | -3 | 1
Brc1ccc(C2=Nn3c(nnc3-c3n[nH]c4c3CCC4)SC2)cc1 | -6 | -2 | -17 | -4 | 14 | 2 | -15 | -8 | 3
O=C(O)c1ccccc1N/N=C/C1=C(N2CCOCC2)C(=C\c2ccccc2)/CC1 | 3 | -15 | -11 | -6 | -56 | -35 | 9 | 2 | -8
C=CCOc1ccc(/C=C/C(=O)OCC(=O)NCc2cccc(OC)c2)cc1 | -15 | 0 | -24 | 0 | 0 | 0 | -2 | -3 | -6
Clc1ccc(Cn2cccn2)cn1 | -4 | -8 | -11 | 0 | 9 | 1 | -24 | -3 | -7
CC(=O)Nc1cc(Br)ccc1O | 0 | 5 | -9 | -1 | 11 | 1 | -34 | 3 | -10
CCc1nnc(NS(=O)(=O)c2ccc(NC(=O)Nc3ccc(OC)cc3)cc2)s1 | -2 | -16 | -18 | -1 | 38 | -1 | 7 | -13 | -5
CC(=O)c1c[nH]c(C(=O)NCc2cccc(C(F)(F)F)c2)c1 | 4 | 2 | -11 | -2 | 30 | 1 | 22 | 9 | -6
O=C(CCCCC(=O)Nc1ccc(F)cc1F)Nc1ccc(F)cc1F | 1 | -6 | 2 | -1 | 12 | 2 | 8 | 7 | -5
COc1ccccc1C(=O)NC(=O)COC(=O)CCS(=O)(=O)c1ccc(C)cc1 | 4 | 1 | 4 | -1 | -12 | 2 | 5 | -2 | -1
CC1Nc2ccccc2C(=O)N1NS(=O)(=O)c1ccccc1 (stereo not given) | -5 | 9 | 19 | -1 | -421 | -1 | -2 | -5 | -9
COc1cccc(/C=C/C(=O)NNC(=O)c2ccncc2)c1OC | -11 | -1 | -2 | -1 | -5 | -1 | -2 | -5 | -5
COC(=O)c1ccc(CN2CCC(CO)(CCOc3ccccc3)CC2)cc1 | -15 | 1 | -8 | -3 | 15 | -1 | -9 | 10 | -1
CCOC(=O)c1ccc(N2NC(=O)/C(=C/c3ccc(OC(=O)c4ccco4)c(OC)c3)C2=O)cc1 | -12 | -20 | . | -4 | . | . | -18 | -1 | .
CC(C)[C@H](NC(=O)c1ccccc1)C(=O)OCC(=O)NCc1ccc2c(c1)OCO2 | 9 | 6 | -8 | -5 | 9 | 2 | 1 | 5 | 1
Cc1ccc(N(CC(=O)Nc2ccc3c(c2)OCCO3)S(C)(=O)=O)cc1 | -3 | 0 | 5 | -5 | 14 | -1 | 8 | 4 | -14
CCC1CCCCN1CC(O)COCc1cccc(OC)c1 (stereo not given) | 13 | -6 | 6 | -4 | -1 | 3 | 0 | -6 | -8
Cc1ccc(C)c(S(=O)(=O)NNC(=O)c2sc(NS(=O)(=O)c3ccccc3)nc2C)c1 | 1 | -24 | -18 | -3 | 10 | -18 | -6 | -11 | 2
O=C(COC(=O)c1cc(=O)[nH]c2ccccc12)NC1CCCCC1 | 2 | -2 | -3 | 3 | -265 | 2 | 18 | 11 | -2
O=C(Nc1nc2ccccc2s1)Nc1ccc([N+](=O)[O-])cc1Cl | -9 | 0 | . | -2 | . | . | 7 | -2 | .
COc1nc(Oc2ccc(/C=N/O)cc2)nc(N(C)C)n1 | -7 | -3 | -17 | -2 | 8 | 1 | -29 | -4 | 8
CC(=O)c1cccc(NC(=O)CSc2nc(N3CCOCC3)nc(N3CCOCC3)n2)c1 | -5 | 0 | -6 | -6 | -5 | 1 | 5 | 13 | -1
CCOc1cc(/C=C(\C#N)C(=O)NCC2CCCO2)ccc1OCC(N)=O (stereo not given) | 6 | -2 | 3 | -3 | 1 | -2 | 4 | -2 | -3
COc1ccc(-c2cc3c(=O)n(CC(=O)NCCN4CCCC4)nc(C)n3n2)cc1 | -1 | 8 | 6 | -1 | -72 | -5 | 1 | 9 | -4
CCn1c(=O)c(=O)[nH]c2c(=O)oc3ccc(S(=O)(=O)Nc4ccc(OC)cc4)cc3c21 | -2 | 2 | -30 | 3 | -318 | 1 | -10 | -12 | 4
Cc1ccc(NC(=O)CSc2nnc(C3CC3)n2C)cc1S(=O)(=O)N1CCCCC1 | 3 | -12 | -4 | 11 | 17 | 3 | -6 | -7 | 4
N#CCCn1c(O)c(N=NC(=O)CNC(=O)c2cccs2)c2ccccc21 | -3 | -4 | -1 | -2 | 19 | 0 | 2 | 3 | -11
Cc1nc(C(=O)N(C)C)nn1-c1ccc([N+](=O)[O-])cc1 | 5 | -5 | -8 | -1 | 6 | 1 | -13 | -4 | 1
Cc1ccc2cc(C#N)c(N3CCCN(C(=O)c4cnccn4)CC3)nc2c1 | -2 | -1 | -2 | -2 | -213 | -92 | 0 | 2 | 5
Fc1ccc(/C=N/NC(=S)Nc2cccnc2)cc1F | -3 | 2 | 2 | -1 | 16 | 0 | 10 | 2 | -7
CCOC(=O)c1cccc(Nc2ncnc3ccccc23)c1 | -7 | 4 | 11 | 0 | -317 | 1 | -23 | -9 | -3
O=C(N/N=C/C=C/c1ccccc1)c1ccc(Br)cc1 | 9 | -2 | -27 | 1 | 5 | 2 | -23 | 1 | -8
Clc1ccc(N/N=C/c2ccncc2)cc1Cl | -6 | 9 | 19 | -6 | 7 | 0 | 6 | -1 | -8
CCCC(=O)Nc1nc2c(c(=O)[nH]1)CCCC2 | 2 | -6 | 5 | -2 | 10 | 2 | -4 | 1 | -1
CC(=O)c1ccc(OCC(=O)N2CCN(S(=O)(=O)c3ccc(Br)s3)CC2)cc1 | 13 | -1 | -10 | -1 | 13 | -1 | 0 | 1 | -5
CN(C(=O)c1cc(-n2cnnc2)ccc1Cl)c1ccccc1 | -11 | -4 | -21 | -4 | 5 | 1 | -20 | -8 | -6
CC1CN(S(=O)(=O)c2ccc(-c3nc4ccccc4s3)cc2)CC(C)O1 (stereo not given) | -7 | 3 | 2 | -1 | -30 | 2 | -8 | -2 | -9
Cc1ccc(SCc2cc(=O)[nH]c(N3CCN(C)CC3)n2)cc1 | -1 | 6 | 9 | -3 | 36 | 0 | 1 | 5 | -5

Reprinted from the part before: three compounds, followed by the next part.
SMILES | SENP8 block-1 | UBC13 polyUb | PfG6PD inh | beta cell repl | SENP8 block-2 | SENP1 inh | SENP6 block | SENP7 inh | HKDC1 inh
CN(C(=O)c1cc(-n2cnnc2)ccc1Cl)c1ccccc1 | -11 | -4 | -21 | -4 | 5 | 1 | -20 | -8 | -6
CC1CN(S(=O)(=O)c2ccc(-c3nc4ccccc4s3)cc2)CC(C)O1 (stereo not given) | -7 | 3 | 2 | -1 | -30 | 2 | -8 | -2 | -9
Cc1ccc(SCc2cc(=O)[nH]c(N3CCN(C)CC3)n2)cc1 | -1 | 6 | 9 | -3 | 36 | 0 | 1 | 5 | -5
O=C(/C=C/c1ccc2ccccc2c1)c1ccoc1 | -24 | -8 | 14 | -6 | -127 | -13 | -19 | -27 | -5
CC(Sc1nnc(C2CC2)n1Cc1ccccc1)C(=O)N1CCNC1=O (stereo not given) | 1 | 2 | -1 | 1 | 11 | 1 | -9 | -4 | -6
COc1ccc(Cn2c(=S)[nH]c3ccccc3c2=O)cc1 | -4 | 8 | -6 | 0 | 18 | 0 | 7 | -5 | 0
CC(=O)c1ccc(O)c(CSc2nncn2C)c1 | 2 | 5 | 21 | -3 | 17 | 1 | 34 | 13 | -5
O=C(c1ccco1)N1CCN(C(=O)c2cc(-c3ccccc3F)no2)CC1 | 3 | 8 | 9 | 0 | 20 | 1 | 5 | 4 | -3
COc1ccc(CCC(=O)OCC(=O)Nc2ccc(OC)c(OC)c2)cc1OC | 0 | 2 | -9 | -1 | 11 | 0 | -7 | -8 | -1
CC(C)(C)C(O)CN1CCCC1 (stereo not given) | 7 | -1 | 1 | 1 | 10 | 1 | -6 | -3 | -1
O=C(Nn1c(-c2ccccc2)nc2ccccc2c1=O)C1CCC1 | 2 | 1 | -9 | -3 | 14 | -2 | -8 | 2 | -8
COc1ccc(CCNC(=O)C2CC(=O)N(c3ccc(F)cc3)C2)cc1OC (stereo not given) | -6 | 2 | -1 | 0 | 15 | 2 | 12 | 3 | -3
CCCCN(C(C)=O)c1ccc(S(=O)(=O)NC2=NCCCCC2)cc1NC(C)=O | -11 | 12 | -17 | -1 | 12 | -1 | 0 | 5 | -7
Cc1ccc(C)c(OCc2cc(C(=O)N3CCNC(=O)C3)no2)c1 | -3 | 9 | 5 | 2 | 2 | 1 | -4 | -1 | 3
Clc1cccc(Cl)c1Cn1cnc2c(NCc3ccco3)ncnc21 | 2 | 2 | 1 | -1 | 6 | 0 | -2 | -7 | -6
CC1=CC(=C(C#N)C#N)C=C(C)N1CCN1CCNCC1 | -4 | -19 | 12 | -3 | -42 | 0 | 0 | 1 | 1
COc1ccc(NC(=O)NCc2cccn2C)c(OC)c1 | -2 | 0 | -3 | -2 | -2 | 3 | -11 | 7 | 2
Cc1ccc(C(=O)NCc2ccccc2CN2CCCC2)cc1S(=O)(=O)N1CCOCC1 | -2 | 10 | 0 | -2 | -1 | -2 | 15 | 8 | -3
CC(O)CNc1ccc([N+](=O)[O-])cc1S(=O)(=O)N1CCOCC1 (stereo not given) | -12 | -14 | -9 | 1 | 35 | -1 | -6 | 0 | -1
C[C@@H]1CN([C@@H](C)CO)C(=O)c2cccc(NS(C)(=O)=O)c2O[C@H]1CN(C)Cc1ccc(C(=O)O)cc1 | 10 | 1 | 1 | -2 | 2 | -1 | -3 | -3 | -5
